FadD28 FP inh – inhibitors of FadD28 bisubstrate probe binding, primary screen, biochemical, fluorescence polarization, single point; 360,000 compounds, 0.22% hits; Mycobacterium tuberculosis FadD28 fatty-acid-AMP ligase; inhibition, % at 12.5 µM; in the data active = inhibition above about 8.5%, passing the limit was not always enough
UGM FP inh – M. tuberculosis UGM enzyme inhibitors, primary screen, biochemical, fluorescence polarization, single point. UDP-galactopyranose mutase (Mycobacterium tuberculosis (strain ATCC 25618 / H37Rv)), …. purified UGM, fluorescence polarization probe displacement. inhibition, % at 10 µM. 320,000 compounds, 0.06% hits. AID 504406, 2011; in the data active = inhibition above about 10%, passing the limit was not always enough
Target sequence (P9WIQ1 whole entry, looked up): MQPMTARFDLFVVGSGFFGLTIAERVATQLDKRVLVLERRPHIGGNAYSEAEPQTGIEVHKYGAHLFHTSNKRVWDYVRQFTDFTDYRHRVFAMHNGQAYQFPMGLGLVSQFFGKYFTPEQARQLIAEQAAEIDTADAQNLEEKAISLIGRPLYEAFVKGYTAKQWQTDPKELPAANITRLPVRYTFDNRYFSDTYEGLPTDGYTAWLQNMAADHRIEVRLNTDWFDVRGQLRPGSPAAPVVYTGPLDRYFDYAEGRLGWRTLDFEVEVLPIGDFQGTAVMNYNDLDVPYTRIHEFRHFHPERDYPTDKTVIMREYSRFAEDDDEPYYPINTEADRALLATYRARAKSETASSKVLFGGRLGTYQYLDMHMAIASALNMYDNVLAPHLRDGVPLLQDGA
Mtb BioA inh – M. tuberculosis BioA enzyme inhibitors, primary screen, biochemical, plate reader, single point, HTS; 7,8-diaminopelargonic acid synthase BioA (Mycobacterium tuberculosis); purified M. tuberculosis BioA enzyme; inhibition, % at 9.99 µM; 360,000 compounds, 0.096% hits; AID 602481, 2012; in the data active = inhibition above about 40%
PfHsp40 yeast – rescue of yeast from PfHsp40 toxicity, primary screen, S. cerevisiae, ATP luminescence | growth rescue, % at 12.5 µM | 340,000 compounds, 0.68% hits | S. cerevisiae expressing PfHsp40, growth rescue | AID 504582, 2011; in the data active = growth rescue above about 28%, passing the limit was not always enough;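 note: yeast W303a lacking pdr1 and pdr3 grown in galactose medium; growth measured after three days at 30 °C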
Vc quorum ag – inducers of Vibrio cholerae quorum light production without autoinducers, primary screen, BH1578 luxS cqsA deficient, single point; V. cholerae BH1578 lux reporter, luminescence, 6 h; activation, % at 18.7 µM; 350,000 compounds, 0.16% hits; in the data active = activation mostly above about 9.7%, no sharp cut-off; note: not every result past the cut was called active; inactives centre near 0; reference of the scale not given here
Y pestis TopoI – Yersinia pestis topoisomerase I inhibitors, primary screen, biochemical, cleavage product accumulation, plate reader, single point. DNA topoisomerase I (Yersinia pestis CO92). Y. pestis Topo-I cleavage product accumulation. activity, % at 10 µM. 360,000 compounds, 0.064% hits; in the data active = activity above about 50%, passing the limit was not always enough; note: inactives centre near 2
TcdB GH inh – TcdB glycohydrolase inhibitors, primary screen, biochemical, single point, plate reader | Toxin B (Clostridioides difficile), P18177 | inhibition, % at 9.99 µM | 350,000 compounds, 0.24% hits | TcdB glycohydrolase enzymatic assay; in the data active = inhibition above about 10%
GDH-TPI inh – GDH-TPI coupling enzyme inhibitors, primary screen, artefact control for M. tuberculosis FBA inhibitor project, biochemical, absorbance, full deck. GDH-TPI coupled enzyme counterscreen, NADH absorbance. inhibition, % at 4.8 µM. 360,000 compounds, 1.2% hits; in the data active = inhibition above about 30%;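 note: 0% = DMSO wells and 100% = wells lacking the enzyme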
Mtb FBA inh – Mtb FBA enzyme inhibitors, primary screen, biochemical, fluorescence, strain H37Rv. purified M. tuberculosis FBA, fluorescence read-out. Fructose-bisphosphate aldolase (Mycobacterium tuberculosis (strain ATCC 25618 / H37Rv)), …. 360,000 compounds, 2.3% hits. inhibition, % at 1 µM; in the data active = inhibition above about 27%;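 note: 0% = vehicle and 100% = reference inhibitor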
Target sequence (P9WQA3 whole entry, looked up): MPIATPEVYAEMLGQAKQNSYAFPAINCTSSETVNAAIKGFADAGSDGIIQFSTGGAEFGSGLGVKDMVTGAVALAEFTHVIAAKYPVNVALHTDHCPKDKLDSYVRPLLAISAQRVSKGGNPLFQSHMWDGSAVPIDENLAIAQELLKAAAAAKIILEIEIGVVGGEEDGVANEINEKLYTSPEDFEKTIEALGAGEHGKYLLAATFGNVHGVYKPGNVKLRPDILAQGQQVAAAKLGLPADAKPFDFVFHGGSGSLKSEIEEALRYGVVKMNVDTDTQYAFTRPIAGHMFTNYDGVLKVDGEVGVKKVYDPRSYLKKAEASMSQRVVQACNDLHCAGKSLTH
Active calls of the source: *.

How did Cc1ccc(CN2CCN(/N=C\C(Br)=C\c3ccccc3)CC2)cc1 do in these assays?
FadD28 FP inh: -1.2; UGM FP inh: 3.8; PfHsp40 yeast: 0.4; Vc quorum ag: 0.5; Y pestis TopoI: 31; GDH-TPI inh: 11; Mtb FBA inh: -1

How did O=C(CSCc1nc2scc(-c3cccs3)c2c(=O)[nH]1)Nc1ccccn1 do in these assays?
FadD28 FP inh: -0.9; UGM FP inh: 3.0; Mtb BioA inh: 0.8; PfHsp40 yeast: -0.9; Vc quorum ag: inactive; Y pestis TopoI: 11; TcdB GH inh: -0.5; GDH-TPI inh: 7; Mtb FBA inh: 34*

What do the screens show for `CCn1c(Oc2ccccc2F)nc2c1c(=O)n(C)c(=O)n2C`?
FadD28 FP inh: -1.9; UGM FP inh: 1.2; Mtb BioA inh: 1.1; PfHsp40 yeast: -0.9; Vc quorum ag: inactive; Y pestis TopoI: -7; TcdB GH inh: 0.7; GDH-TPI inh: 16; Mtb FBA inh: 3

How did CN(C)/C(=N\S(=O)(=O)c1ccccc1)c1ccccc1 do in these assays?
FadD28 FP inh: -0.5; UGM FP inh: 3.9; Mtb BioA inh: -0.9; PfHsp40 yeast: 0.5; Vc quorum ag: inactive; Y pestis TopoI: 11; TcdB GH inh: 0.1; GDH-TPI inh: 5; Mtb FBA inh: 1

Results for CC(C)(C)S(=O)N1Cc2cc(C(=O)NCc3ccc4c(c3)OCO4)nc(-c3cccc(-c4cc5ccccc5o4)c3)c2[C@@H]1CCO (some centres undefined) ?
FadD28 FP inh: -12; Mtb BioA inh: -0.5; TcdB GH inh: -0.1; Mtb FBA inh: 0

What do the screens show for `Cc1c(NC(=O)NCCN2C(=O)C3C4C=CC(C4)C3C2=O)c(=O)n(-c2ccccc2)n1C` (centres undefined)?
FadD28 FP inh: -1.5; UGM FP inh: -1.7; Mtb BioA inh: -1.3; PfHsp40 yeast: 1.0; Vc quorum ag: inactive; Y pestis TopoI: 2; TcdB GH inh: 1.1; GDH-TPI inh: 2; Mtb FBA inh: -1

How did Cc1ccc(N(CC(=O)NCc2ccccn2)S(=O)(=O)c2ccccc2)cc1C do in these assays?
FadD28 FP inh: -0.2; UGM FP inh: -3.5; Mtb BioA inh: 1.2; PfHsp40 yeast: -0.3; Vc quorum ag: -0.3; Y pestis TopoI: 11; TcdB GH inh: 0.5; GDH-TPI inh: 0; Mtb FBA inh: 1

Results for O=C(/C=C/c1cn(CC(O)CN2CCCCC2)c2ccccc12)c1ccccc1 (centres undefined) ?
FadD28 FP inh: -1.6; PfHsp40 yeast: -1.8; Vc quorum ag: -0.8; Y pestis TopoI: -6; TcdB GH inh: 1.8; GDH-TPI inh: 8; Mtb FBA inh: -2

What do the screens show for `COCCN(C(=O)COC(=O)/C=C/c1ccc(Cl)c(Cl)c1)c1c(N)n(Cc2ccccc2)c(=O)[nH]c1=O`?
FadD28 FP inh: -15; Mtb BioA inh: 0.1; PfHsp40 yeast: 0.1; Vc quorum ag: 1.0; Y pestis TopoI: 17; TcdB GH inh: 0.8; GDH-TPI inh: 2; Mtb FBA inh: -1

How did CCOCCCn1c(SCC(=O)Nc2ccccc2OC)nc2ccccc2c1=O do in these assays?
FadD28 FP inh: -1.3; UGM FP inh: -1.0; Mtb BioA inh: -2.2; PfHsp40 yeast: 2.7; Vc quorum ag: 2.0; Y pestis TopoI: 42; TcdB GH inh: 1.3; GDH-TPI inh: 8; Mtb FBA inh: -1

Results for COc1ccc(S(=O)(=O)N2CCN(CC(=O)NCCc3cccs3)CC2)cc1 ?
FadD28 FP inh: -1.2; UGM FP inh: -0.4; Mtb BioA inh: -0.1; PfHsp40 yeast: 1.4; Vc quorum ag: -0.4; Y pestis TopoI: 7; TcdB GH inh: 0.4; GDH-TPI inh: 5; Mtb FBA inh: 1

What do the screens show for `CCOCc1c(C(=O)OCC(=O)/C(C#N)=C(\C)N)oc2ccccc12`?
FadD28 FP inh: -2.9; UGM FP inh: 1.0; PfHsp40 yeast: -0.9; Vc quorum ag: inactive; Y pestis TopoI: 3; TcdB GH inh: 0.2; GDH-TPI inh: 3; Mtb FBA inh: 2

How did COc1ccc(NC(=S)N2CCC(N(C)CC3CCCO3)CC2)cc1Cl (centres undefined) do in these assays?
FadD28 FP inh: -2.5; UGM FP inh: -1.6; PfHsp40 yeast: -1.0; Vc quorum ag: 2.6; Y pestis TopoI: 5; GDH-TPI inh: 7; Mtb FBA inh: 0

How did Nc1nc(N)nc(-c2cccc(Cl)c2)n1 do in these assays?
FadD28 FP inh: -1.1; UGM FP inh: 1.9; Mtb BioA inh: -0.9; PfHsp40 yeast: 0.7; Vc quorum ag: 0.1; Y pestis TopoI: -2; TcdB GH inh: -0.6; GDH-TPI inh: 4; Mtb FBA inh: 1

What do the screens show for `COc1cc(Cl)ccc1OCc1cc(C(=O)N2CCCC(OC)C2)no1` (centres undefined)?
FadD28 FP inh: -1.5; UGM FP inh: 2.6; Mtb BioA inh: 2.6; PfHsp40 yeast: 1.7; Vc quorum ag: 0.6; Y pestis TopoI: 15; TcdB GH inh: -0.8; GDH-TPI inh: -5; Mtb FBA inh: 2

What do the screens show for `Cc1cccnc1Sc1c([N+](=O)[O-])ncn1C`?
FadD28 FP inh: -2.5; UGM FP inh: -0.6; Mtb BioA inh: -2.9; PfHsp40 yeast: -0.8; Vc quorum ag: -0.7; Y pestis TopoI: 1; GDH-TPI inh: 5; Mtb FBA inh: 2

How did COc1ccc(CCN2C(=O)CSC2=Nc2ccc(C(C)C)cc2)cc1OC do in these assays?
FadD28 FP inh: -3.7; UGM FP inh: 4.3; Mtb BioA inh: -0.8; PfHsp40 yeast: 4.8; Vc quorum ag: 1.4; Y pestis TopoI: 19; TcdB GH inh: 2.0; GDH-TPI inh: 0; Mtb FBA inh: -1

What do the screens show for `CC1(C(=O)NCc2ccco2)Cc2c(-c3ccccc3)ccnc2O1` (centres undefined)?
FadD28 FP inh: 0.3; Mtb BioA inh: 0.1; Vc quorum ag: inactive; Y pestis TopoI: 11; TcdB GH inh: 0.7; GDH-TPI inh: 6; Mtb FBA inh: 0

Results for O=C(COC(=O)c1ccccc1)Nc1cc(S(=O)(=O)N2CCCCCC2)ccc1Cl ?
UGM FP inh: -1.0; Mtb BioA inh: -1.8; PfHsp40 yeast: -0.1; Vc quorum ag: -5.7; Y pestis TopoI: 22; TcdB GH inh: 0.8; GDH-TPI inh: 6; Mtb FBA inh: -1

What do the screens show for `Cc1ccc(S(=O)(=O)c2nc(Nc3ccccc3)sc2Cl)cc1`?
FadD28 FP inh: -4.4; PfHsp40 yeast: 0.0; Vc quorum ag: -2.1; Y pestis TopoI: -5; TcdB GH inh: 0.4; GDH-TPI inh: 1; Mtb FBA inh: -1

How did O=c1c2sc3nc(N4CCOCC4)c4c(c3c2nnn1Cc1ccccc1)CCCC4 do in these assays?
FadD28 FP inh: -1.3; UGM FP inh: -2.7; Mtb BioA inh: 0.9; PfHsp40 yeast: -1.1; Y pestis TopoI: 6; GDH-TPI inh: 13; Mtb FBA inh: 1

What do the screens show for `CC(O)(c1ccncc1)c1nc(-c2cccc(C(F)(F)F)c2)cs1` (centres undefined)?
FadD28 FP inh: 0.2; Mtb BioA inh: -1.5; Vc quorum ag: inactive; Y pestis TopoI: 15; TcdB GH inh: 4.5; GDH-TPI inh: 4; Mtb FBA inh: -2

Results for CC12CCC3C(C1)C(C(=O)O2)C(=O)OC3(C)C (centres undefined) ?
FadD28 FP inh: -3.2; Mtb BioA inh: -1.8; Vc quorum ag: 0.3; Y pestis TopoI: -4; TcdB GH inh: 0.4; GDH-TPI inh: -3; Mtb FBA inh: -2

Results for O=C(SCc1c(O)c2ccccc2oc1=O)c1ccccc1 ?
FadD28 FP inh: -1.4; Mtb BioA inh: 0.1; Vc quorum ag: -10; Y pestis TopoI: 11; TcdB GH inh: -0.6; GDH-TPI inh: 11; Mtb FBA inh: 0

What do the screens show for `COCCCNc1nc2ccccc2nc1NS(=O)(=O)c1cccc(C)c1`?
FadD28 FP inh: 0.7; UGM FP inh: -0.4; Mtb BioA inh: 1.1; PfHsp40 yeast: -0.6; Vc quorum ag: -0.9; Y pestis TopoI: 8; TcdB GH inh: -0.9; GDH-TPI inh: 26; Mtb FBA inh: 10

How did COc1ccc(NC(=O)/C(=C/c2cccs2)NC(=O)c2ccco2)cc1 do in these assays?
FadD28 FP inh: -2.9; UGM FP inh: -2.8; Mtb BioA inh: -1.0; PfHsp40 yeast: -1.2; Vc quorum ag: inactive; Y pestis TopoI: -1; TcdB GH inh: 0.3; GDH-TPI inh: 45*; Mtb FBA inh: 3

How did O=C(CSc1ccc2nnc(CCNC(=O)c3ccccc3)n2n1)NCc1ccccc1 do in these assays?
FadD28 FP inh: 0.6; UGM FP inh: -1.9; Mtb BioA inh: -2.7; PfHsp40 yeast: 0.1; Vc quorum ag: 2.0; Y pestis TopoI: -6; TcdB GH inh: 1.4; GDH-TPI inh: 4; Mtb FBA inh: 9

What do the screens show for `CCN(CC)CCNC(=O)C12CC3CC(C)(CC(C)(C3)C1)C2`?
FadD28 FP inh: -2.5; UGM FP inh: 1.0; Mtb BioA inh: 0.4; PfHsp40 yeast: 0.1; Vc quorum ag: inactive; Y pestis TopoI: 0; GDH-TPI inh: -12; Mtb FBA inh: -6

Results for CC(C)Cn1c(NCCN(C)C)nc2c1c(=O)[nH]c(=O)n2C ?
FadD28 FP inh: -3.8; UGM FP inh: 2.4; Mtb BioA inh: 0.5; PfHsp40 yeast: 1.1; Vc quorum ag: -2.0; Y pestis TopoI: -6; GDH-TPI inh: 11; Mtb FBA inh: -1

What do the screens show for `COc1ccc(NC(=O)c2cc(C3CCCCN3C(=O)C3CC3)on2)c(C)c1` (centres undefined)?
FadD28 FP inh: -3.3; Mtb BioA inh: 0.3; Vc quorum ag: 0.5; Y pestis TopoI: 6; TcdB GH inh: -0.1; GDH-TPI inh: -1; Mtb FBA inh: -1

What do the screens show for `COc1ccccc1CNCc1cccc(Oc2ccccc2)c1`?
FadD28 FP inh: -1.6; UGM FP inh: 1.0; Mtb BioA inh: 1.2; PfHsp40 yeast: -0.6; Vc quorum ag: inactive; Y pestis TopoI: 19; TcdB GH inh: 0.7; GDH-TPI inh: 9; Mtb FBA inh: -2

4 structures out of the list, ordered by count of non-hydrogen atoms, rising.
Results for CC(C)Cn1c(NCCN(C)C)nc2c1c(=O)[nH]c(=O)n2C ?
FadD28 FP inh: -3.8; UGM FP inh: 2.4; Mtb BioA inh: 0.5; PfHsp40 yeast: 1.1; Vc quorum ag: -2.0; Y pestis TopoI: -6; GDH-TPI inh: 11; Mtb FBA inh: -1

How did COc1ccc(NC(=O)/C(=C/c2cccs2)NC(=O)c2ccco2)cc1 do in these assays?
FadD28 FP inh: -2.9; UGM FP inh: -2.8; Mtb BioA inh: -1.0; PfHsp40 yeast: -1.2; Vc quorum ag: inactive; Y pestis TopoI: -1; TcdB GH inh: 0.3; GDH-TPI inh: 45*; Mtb FBA inh: 3

What do the screens show for `COc1ccc(NC(=O)c2cc(C3CCCCN3C(=O)C3CC3)on2)c(C)c1` (centres undefined)?
FadD28 FP inh: -3.3; Mtb BioA inh: 0.3; Vc quorum ag: 0.5; Y pestis TopoI: 6; TcdB GH inh: -0.1; GDH-TPI inh: -1; Mtb FBA inh: -1

How did O=C(CSc1ccc2nnc(CCNC(=O)c3ccccc3)n2n1)NCc1ccccc1 do in these assays?
FadD28 FP inh: 0.6; UGM FP inh: -1.9; Mtb BioA inh: -2.7; PfHsp40 yeast: 0.1; Vc quorum ag: 2.0; Y pestis TopoI: -6; TcdB GH inh: 1.4; GDH-TPI inh: 4; Mtb FBA inh: 9
